All columns: NCI-60 one-dose screen, growth in % after 48 h at 10 µM unless noted; 100 = growth as untreated, 0 = no growth, -100 = all killed.
SK-OV-3 – SK-OV-3 ovarian cancer cells; hit rate 3.2% among 80,000; AID 1794785
TK-10 – TK-10 renal cancer cells | hit rate 3.9% among 81,000
ACHN – ACHN renal cancer; hit rate 4.9% among 81,000; AID 1794771
786-0 – 786-0 renal cancer cells; hit rate 5.1% among 81,000
UO-31 – UO-31 renal cancer; hit rate 5.2% among 81,000; AID 1794768
IGROV1 – IGROV1 ovarian cancer; hit rate 4.7% among 79,000
RXF 393 – RXF 393 renal cancer cells; hit rate 6.9% among 77,000; AID 1794773
SN12C – SN12C renal cancer cells | hit rate 3.8% among 81,000
The depositor's hits bear a star; / = no result given; [ ] = dose if it differs, or a comment. Rule for the calls: active = growth percent below 10; inactive = the rest.

SMILES	SK-OV-3	TK-10	ACHN	786-0	UO-31	IGROV1	RXF 393	SN12C
c1ccc2c(c1)Nc1cc3ccccc3cc1S2	102.2	96.9	100.3	110.7	84.5	76.0	119.5	96.9
O=C(O)c1ccc(-c2nn(-c3ccc(C(=O)O)cc3)cc2/C=N/Nc2ccccc2F)cc1	93.0	93.3	72.3	92.7	63.4	91.0	140.2	91.1
Cc1ccc(NC(=O)N=Nc2c(O)[nH]c3ccccc23)c(C)c1	90.0	108.6	82.0	92.1	64.5	82.8	96.5	94.7
CN/C(=C\[N+](=O)[O-])NCCSCc1csc(CN(C)C)n1	115.2	141.6	98.2	106.2	110.7	107.0	82.6	99.4
CC(C)(C)n1nc(C2CC2)c(Br)c1NC(=O)c1ccccc1F	94.5	103.0	100.8	99.6	91.5	99.3	114.0	101.7
C=C1CC[C@@H]2[C@]3(C)COC(c4cn(-c5ccccc5)nc4-c4ccccc4)O[C@@H]3CC[C@@]2(C)[C@@H]1C/C=C1/C(=O)OC[C@H]1O (some centres undefined)	12.6	-57.3*	-95.5*	-61.3*	-78.1*	-76.7*	-90.8*	-67.1*
COc1cc2c(cc1-c1c(C)noc1C)ncc1nc(C3CCOCC3)n([C@@H](C)COC(F)F)c12	2.7*	26.6	36.9	49.6	-38.3*	67.0	59.4	66.5
C=CCOc1ccc2c(c1)CC[C@@H]1[C@@H]2CC[C@]2(C)C(=O)/C(=N/O)C[C@@H]12	81.8	9.5*	30.4	47.3	27.6	0.7*	2.0*	39.3
Cc1cccc(C[C@H](NC(=O)Nc2ccc(C)cc2F)C(=O)N[C@@H]2C(=O)N3C[C@H](O)C[C@H]3C(=O)N3CCN(C)C[C@H]3C(=O)N[C@@H](C)C(=O)N3C[C@H](C)C[C@H]3C(=O)O[C@H]2C)c1	/	94.1	106.2	84.2	93.0	52.3	79.1	21.5
COc1cc(C2=NN(C(C)=O)C(c3cn(S(=O)(=O)c4cccc5cccnc45)c4ccccc34)O2)cc(OC)c1OC (centres undefined)	100.6	121.0	93.3	88.9	45.4	80.0	110.2	87.1
CC(C)(C)NC(=O)C(OC(=O)C1CCc2cc(F)ccc2O1)c1ccc(Br)cc1 (centres undefined)	103.9	102.9	96.0	99.1	61.8	102.9	96.6	95.4
COc1ccc2c(c1)oc1c(C)c3c(c(C)c12)C(=O)NC3=O	106.8	105.5	101.9	88.9	98.2	95.6	99.6	95.5
O=C(NCC(=O)N1CCCC1)N/N=C/c1ccccc1O	102.5	94.1	101.3	94.7	63.5	100.1	103.6	100.5
CC1=C(C)C(=O)C(Nc2ccc(C)cc2)=C(Cl)C1=O	/	142.3	96.5	104.3	92.5	80.8	108.4	96.4
CC(=C/c1ccccc1)/C=C1/SC(=S)N(C=C2C(=O)NC(=O)NC2=O)C1=O	98.5	95.4	99.5	94.2	83.1	103.4	100.5	90.9
CCOC(=O)c1c(NCC(=O)Nc2ccc(Cl)cc2[N+](=O)[O-])sc2c1CCCC2	89.2	138.6	95.0	99.7	82.8	88.7	94.3	96.3
Cc1c(-c2cnc3ccc(F)cc3c2C(=O)O)nnn1-c1ccc([N+](=O)[O-])cc1	86.3	97.9	96.3	99.4	85.4	102.7	106.6	93.7
COc1ccc(-c2csc(NC(=O)CN3CCN(c4cc5c(cc4F)c(=O)c(C(=O)O)cn5C4CC4)CC3)n2)cc1	-4.4*	18.0	11.8	24.4	21.0	38.5	18.7	4.2*
O=S(=O)(NCCCNc1nccc(-c2[nH]c(-c3ccccc3)nc2-c2ccc(F)c(O)c2)n1)c1ccccc1	120.6	154.1	95.4	112.9	144.4	113.7	121.4	106.8
CN1CCc2c(sc3nc4n(-c5ccc(Cl)cc5)cnn4c(=O)c23)C1	91.4	115.8	109.4	96.4	84.1	95.3	122.2	98.9
CCCCC/C=C\C/C=C/CCCCCCCCNC(=O)Nc1ccc([N+](=O)[O-])cc1	/	82.5	65.8	101.8	60.5	46.3	112.9	83.2
CCC1(c2ccc(C)cc2)Oc2ccccc2-n2c(C#N)c3ccccc3c2C1=O (centres undefined)	83.5	/	105.4	94.4	73.7	85.4	/	93.7
CCCCCN(CCCCC)C(C)C(O)c1ccc2cc(Br)c3ccccc3c2c1 (centres undefined)	101.6	102.5	103.0	95.0	84.1	91.7	96.3	105.0
CC1(C)CC[C@]2(C(=O)N3CCCNCC3)CC[C@]3(C)C(=CC[C@@H]4[C@@]5(C)CCC(=O)C(C)(C)[C@@H]5CC[C@]43C)[C@H]2C1	114.5	97.1	105.2	99.5	95.3	117.0	/	98.7
Oc1nc(NCc2ccco2)sc1C=NCc1ccco1	123.4	116.4	110.6	109.1	90.5	110.7	116.4	104.1

Going on with the list:
SMILES	SK-OV-3	TK-10	ACHN	786-0	UO-31	IGROV1	RXF 393	SN12C
COc1cc(/C=C/C(=O)O)cc(Br)c1O	105.1	116.9	104.4	105.4	99.4	136.6	119.5	95.1
C=C1SCCC1NC(C)=O (centres undefined)	102.3	93.7	101.3	104.9	97.1	104.2	98.4	97.6
Fc1ccc(Nc2nnc(-c3cc(F)c(F)c(F)c3)o2)cc1	105.1	112.5	104.3	97.4	94.7	111.8	114.1	99.7
c1ccc(-c2nc(-c3c[nH]c4ncccc34)cs2)cc1	101.7[100 µM]	112.1[100 µM]	100.5[100 µM]	107.0[100 µM]	70.9[100 µM]	101.0[100 µM]	121.5[100 µM]	106.8[100 µM]
COc1ccc(Cl)cc1Nc1nc(C(F)(F)F)ccc1C(=O)N/N=C/c1cccnc1	53.9	49.0	36.7	18.7	41.5	40.3	60.9	62.7
CCCCN(CCCC)c1ccc(/C=C/c2ccnc3ccccc23)cc1	112.3	155.3	107.7	80.2	88.4	107.8	/	102.4
O=C(CCc1nnc(COc2ccccc2)o1)c1nc2ccccc2[nH]1	97.7	109.7	118.8	103.2	78.7	90.6	105.8	92.2
COc1cc2oc(-c3cccc(C(=O)Nc4ccc(Cl)cc4)c3)cc(=O)c2c(OCCNC(=O)[C@H](CO)NC(=O)OC(C)(C)C)c1OC	93.3	42.6	13.5	32.4	23.6	25.3	-25.7*	16.4
CCN(CC)CCNC(=O)c1cc(S(C)(=O)=O)ccc1OC	111.9	97.0	/	108.3	82.8	104.3	/	/
COc1ccc2c(c1)C=CC(C#N)N2C(=O)c1ccccc1 (centres undefined)	43.5	70.9	33.9	23.4	53.0	/	30.4	38.4
CC(C)(COC(=O)C(c1ccccc1)c1ccccc1)CN1CCOCC1	107.4	91.1	97.4	92.5	/	/	111.6	89.7
CC[C@H]1CCC/C=C/[C@@H]2C[C@H](O)C[C@H]2[C@H](O)/C=C/C(=O)O1	21.3	-48.0*	0.4*	-49.0*	-9.9*	-2.7*	-29.2*	3.5*
O=C(Nc1ncc(Cc2ccccc2Cl)s1)C1=NCCCN1	101.8	104.0	104.0	103.4	87.2	107.8	111.5	100.8
Nc1ccc(-c2ccc(F)cc2)cc1NC(=O)C1CC2CCC(C1)O2 (centres undefined)	91.9	91.9	99.3	96.5	83.0	92.5	100.3	93.1
O=C(COc1cccc(/C=C2\COc3ccccc3C2=O)c1)Nc1nccs1	99.8	64.2	88.2	95.5	67.3	5.2*	48.3	78.4
CSc1ccc(C(=NNS(=O)(=O)c2ccc(C)cc2)c2ccccc2)cc1	101.6	94.6	103.1	101.2	89.3	99.4	103.5	102.3
CCOC(=O)c1cc(C#N)n2c1ccc1c3cccnc3ccc12	90.5	116.4	97.4	93.2	76.0	102.3	119.4	101.3
C=C1C(=O)O[C@H]2[C@H]1CC/C(COC(=O)c1cc3ccccc3o1)=C\CC[C@@]1(C)O[C@@H]21	97.2	39.2	7.0*	-19.1*	3.8*	-40.1*	-83.4*	-1.9*
CCOC(=O)c1cc2c(n1C)-c1c(cc(S(=O)(=O)c3ccccc3)c(=O)n1C)CCC2	93.5	101.9	94.3	94.0	57.8	101.4	108.2	97.6
N#Cc1c(-c2ccc(Cl)cc2)nc(SCC(=O)c2ccccc2)[nH]c1=O	97.4	111.5	100.3	98.8	84.7	100.0	94.6	93.3
CC(=O)O[C@H]1[C@H](O[C@H]2[C@@H](O)C[C@@]3(C)C(CC[C@]4(C)C3CC=C3[C@@H]5CC(C)(C)CC[C@]5(C(=O)O[C@H]5OC[C@@H](O)[C@H](O[C@@H]6O[C@@H](C)[C@H](OC7OC[C@@H](O)[C@H](O)[C@H]7O[C@@H]7O[C@@H](C)[C@H](O)[C@@H](O[C@@H]8OC[C@](O)(CO)[C@H]8O)[C@H]7O)[C@@H](O)[C@H]6O)[C@H]5O)[C@H](O)C[C@]34C)[C@]2(C)C(=O)O)O[C@H](CO)[C@@H](O)[C@@H]1O (some centres undefined)	98.5	104.8	113.7	83.4	88.3	96.0	83.8	99.6
Cc1ccc(S(=O)(=O)c2nc(S(=O)(=O)NCc3ccccc3)sc2Cl)cc1	108.5	130.5	103.0	97.0	83.7	89.4	83.3	89.3
COC(OC)c1cccc(N)c1	90.8	99.4	100.4	104.5	90.7	/	110.1	/
Cc1ccc(OCCCCCCNCCO)c(C)c1	16.8	28.9	15.3	11.3	-21.0*	-4.6*	-2.5*	7.9*
Cc1ccccc1N1CCN(C2=C(Cl)C(=O)c3ncccc3C2=O)CC1	95.8	68.7	-22.6*	91.0	2.7*	77.3	-10.9*	70.1

14 of the compounds above, comma-delimited.
SMILES,SK-OV-3,TK-10,ACHN,786-0,UO-31,IGROV1,RXF 393,SN12C
COc1cc(/C=C/C(=O)O)cc(Br)c1O,105.1,116.9,104.4,105.4,99.4,136.6,119.5,95.1
C=C1SCCC1NC(C)=O (centres undefined),102.3,93.7,101.3,104.9,97.1,104.2,98.4,97.6
Fc1ccc(Nc2nnc(-c3cc(F)c(F)c(F)c3)o2)cc1,105.1,112.5,104.3,97.4,94.7,111.8,114.1,99.7
c1ccc(-c2nc(-c3c[nH]c4ncccc34)cs2)cc1,101.7[100 µM],112.1[100 µM],100.5[100 µM],107.0[100 µM],70.9[100 µM],101.0[100 µM],121.5[100 µM],106.8[100 µM]
COc1ccc(Cl)cc1Nc1nc(C(F)(F)F)ccc1C(=O)N/N=C/c1cccnc1,53.9,49.0,36.7,18.7,41.5,40.3,60.9,62.7
CCCCN(CCCC)c1ccc(/C=C/c2ccnc3ccccc23)cc1,112.3,155.3,107.7,80.2,88.4,107.8,/,102.4
O=C(CCc1nnc(COc2ccccc2)o1)c1nc2ccccc2[nH]1,97.7,109.7,118.8,103.2,78.7,90.6,105.8,92.2
COc1cc2oc(-c3cccc(C(=O)Nc4ccc(Cl)cc4)c3)cc(=O)c2c(OCCNC(=O)[C@H](CO)NC(=O)OC(C)(C)C)c1OC,93.3,42.6,13.5,32.4,23.6,25.3,-25.7*,16.4
CCN(CC)CCNC(=O)c1cc(S(C)(=O)=O)ccc1OC,111.9,97.0,/,108.3,82.8,104.3,/,/
COc1ccc2c(c1)C=CC(C#N)N2C(=O)c1ccccc1 (centres undefined),43.5,70.9,33.9,23.4,53.0,/,30.4,38.4
CC(C)(COC(=O)C(c1ccccc1)c1ccccc1)CN1CCOCC1,107.4,91.1,97.4,92.5,/,/,111.6,89.7
CC[C@H]1CCC/C=C/[C@@H]2C[C@H](O)C[C@H]2[C@H](O)/C=C/C(=O)O1,21.3,-48.0*,0.4*,-49.0*,-9.9*,-2.7*,-29.2*,3.5*
O=C(Nc1ncc(Cc2ccccc2Cl)s1)C1=NCCCN1,101.8,104.0,104.0,103.4,87.2,107.8,111.5,100.8
Nc1ccc(-c2ccc(F)cc2)cc1NC(=O)C1CC2CCC(C1)O2 (centres undefined),91.9,91.9,99.3,96.5,83.0,92.5,100.3,93.1

Other structures follow.
SMILES	SK-OV-3	TK-10	ACHN	786-0	UO-31	IGROV1	RXF 393	SN12C
N#Cc1cccc(-c2c(-c3ccc4ccccc4c3)oc3ccccc3c2=O)c1	51.0	73.1	55.9	35.5	51.4	36.5	81.7	68.3
Oc1ccc2n[nH]nc2c1	98.6	107.3	119.4	106.6	85.1	/	/	101.9
Nc1ccc(C2(c3ccccc3)Nc3ccccc3S2)cc1 (centres undefined)	105.3	112.7	88.3	98.4	43.6	63.4	/	84.3
ON=C1/C(=N\O)CCC/C1=N/O	92.3	/	99.6	108.9	87.9	101.5	108.3	99.8
O=C(CN(C1CCCCC1)C1CCCCC1)Nc1ccc(S(=O)(=O)c2ccc(NC(=O)CN(C3CCCCC3)C3CCCCC3)cc2)cc1	76.6	56.1	-33.0*	-82.7*	10.2	-52.3*	-61.4*	30.6
Cc1ccc([N+](=O)[O-])c(C)n1	105.7	117.1	91.5	114.2	74.1	95.0	128.2	106.2
